# Source: PubChem
# NSD2 inh – NSD2 (human) methyltransferase inhibition. O96028. NSD2 peptide methylation, AlphaScreen, 120 min. inhibition, % at 12.5 µM. 310,000 tested, 0.54% active; in the data active = inhibition above about 50%
# Target sequence (O96028 whole entry, looked up): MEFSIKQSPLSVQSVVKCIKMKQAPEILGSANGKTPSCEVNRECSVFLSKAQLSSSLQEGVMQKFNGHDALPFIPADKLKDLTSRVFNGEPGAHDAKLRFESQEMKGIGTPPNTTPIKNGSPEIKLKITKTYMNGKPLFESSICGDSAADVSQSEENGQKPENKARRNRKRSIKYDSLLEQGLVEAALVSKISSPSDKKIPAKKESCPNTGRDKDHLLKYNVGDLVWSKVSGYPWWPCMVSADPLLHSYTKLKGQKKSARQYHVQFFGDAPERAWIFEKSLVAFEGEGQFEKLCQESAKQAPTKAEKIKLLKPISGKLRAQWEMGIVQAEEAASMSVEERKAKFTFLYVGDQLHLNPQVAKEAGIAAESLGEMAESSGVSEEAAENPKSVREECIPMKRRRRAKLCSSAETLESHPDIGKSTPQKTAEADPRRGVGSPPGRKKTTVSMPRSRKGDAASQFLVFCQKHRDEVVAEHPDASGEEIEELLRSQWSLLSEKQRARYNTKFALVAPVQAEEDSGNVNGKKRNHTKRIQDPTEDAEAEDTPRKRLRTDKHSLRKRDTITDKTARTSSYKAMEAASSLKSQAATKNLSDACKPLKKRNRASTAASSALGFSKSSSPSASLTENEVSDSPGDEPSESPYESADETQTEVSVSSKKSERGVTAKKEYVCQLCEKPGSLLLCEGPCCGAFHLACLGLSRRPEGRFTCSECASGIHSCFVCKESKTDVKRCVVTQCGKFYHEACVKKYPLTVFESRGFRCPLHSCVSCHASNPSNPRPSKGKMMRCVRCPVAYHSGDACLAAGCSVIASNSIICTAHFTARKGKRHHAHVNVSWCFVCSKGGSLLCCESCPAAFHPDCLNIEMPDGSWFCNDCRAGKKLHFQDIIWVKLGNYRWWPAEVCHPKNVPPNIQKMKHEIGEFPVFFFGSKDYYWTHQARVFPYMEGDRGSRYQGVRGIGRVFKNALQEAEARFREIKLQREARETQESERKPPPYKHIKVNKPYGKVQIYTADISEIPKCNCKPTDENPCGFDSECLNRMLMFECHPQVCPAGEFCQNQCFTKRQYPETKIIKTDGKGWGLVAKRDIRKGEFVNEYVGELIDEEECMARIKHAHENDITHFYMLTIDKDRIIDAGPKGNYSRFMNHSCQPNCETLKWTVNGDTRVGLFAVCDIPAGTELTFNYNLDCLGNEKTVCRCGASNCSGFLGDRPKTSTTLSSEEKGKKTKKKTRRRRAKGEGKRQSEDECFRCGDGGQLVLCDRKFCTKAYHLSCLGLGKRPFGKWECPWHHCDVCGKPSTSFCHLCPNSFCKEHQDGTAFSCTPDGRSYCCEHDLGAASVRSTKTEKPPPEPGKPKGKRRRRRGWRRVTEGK
# * hit, by the source's call. An excerpt (hit frequency here may not be typical).
SMILES,NSD2 inh
COc1cc2c(cc1NC(=O)CSc1nnc(-c3ccccc3F)n1-c1ccc(C)cc1)oc1ccccc12,0
CC(C)CNC(=O)OCc1cn(Cc2ccc(F)c(F)c2)nn1,-2
COc1ccc(C)cc1NC(=O)CSc1nnc(-c2n[nH]c3c2CCC3)n1N,4
COc1ccc(CC(N)c2csc(NC(=O)c3ccccc3OC)n2)cc1 (stereo unspecified),1
O=C(CCn1nnc(-c2cccs2)n1)N1CCCCC1,3
Cc1nn(-c2ccccc2)c(C)c1C=NNC(=O)CSc1nc2ccccc2n1C,4
CC1(Oc2cnc(Cl)c3ccccc23)CCN(Cc2ccc(OC(F)(F)F)cc2)C1 (stereo unspecified),6
CN(C)c1ccc(NC(=O)Nc2ccc3c(c2)c(=O)n(C)n3Cc2ccccc2)cc1,6
COCCNC(=O)C1(C)CCCN(Cc2ccc(Cl)nc2)C1 (stereo unspecified),11
CN1CCN(c2ccc(-c3cc(NC=O)c4ncc(-c5ccc(F)c(Cl)c5)n4c3)cc2)CC1,19
O=C1CC(c2ccc3ccccc3c2)N=C2N(Cc3ccc4c(c3)OCO4)C/C(=C/c3ccccc3)N12 (stereo unspecified),-1
CCCCNC(=O)C1(C)CCN1C(=O)c1ccc(F)cc1Cl (stereo unspecified),1
CC(=O)Nc1cccc(-c2ccnc3c2CC(C)(C(=O)Nc2cccnc2)O3)c1 (stereo unspecified),1
CCOC(=O)c1c(NC(=S)Nc2ccccc2)sc2c1CCN(CCc1ccccc1)C2,-1
O=C(NCC1CC1)c1ccc2sc([C@@H]3O[C@H](CO)[C@H](O)[C@H](O)[C@H]3O)nc2c1,1
O=C(NCC1CCN(C(=O)C(=O)c2cc3ccccc3o2)CC1)c1ccc2c(c1)OCO2,0
CC(C)N(C)c1ncnc2c1ncn2[C@H]1CN(CCc2ccccc2)C[C@@H](CO)O1,5
CC1(Cc2ccc(Cl)cc2)C(=O)Nc2c(Cl)cccc21 (stereo unspecified),0
COc1ccc(CCn2c(-c3ccccc3)nc3c(c(=O)c4ccccc4n3C)c2=O)cc1,0
O=c1c2cnn(-c3ccc(F)cc3)c2ncn1Cc1ccccn1,5
COc1ccc(NC(=O)C2(C)CCCN(C(C)C)C2)cc1OC (stereo unspecified),0
COc1ccccc1CCC(=O)Nc1ccc2c(c1)c(=O)n(C)n2C,-3
O=C(Nc1ccc(F)c(Cl)c1)c1cc(C2CCCN(S(=O)(=O)c3cccc4cccnc34)C2)on1 (stereo unspecified),-4
COc1ccc(C2NC(C(=O)O)CS2)cc1COCC(F)(F)F (stereo unspecified),-3
CC(=O)Nc1cccc(-c2cc(NC(C)=O)c3ncc(-c4ccccc4)n3c2)c1,-2

# A different layout for two compounds above:
compound	NSD2 inh
COc1ccc(CCn2c(-c3ccccc3)nc3c(c(=O)c4ccccc4n3C)c2=O)cc1	0
O=c1c2cnn(-c3ccc(F)cc3)c2ncn1Cc1ccccn1	5

# Continued:
SMILES,NSD2 inh
COc1cccc(CN2CCC(C(=O)NC(c3ccc4c(c3)OCO4)c3ccccn3)CC2)c1 (stereo unspecified),7
CC(=O)C1=C(C)N(Cc2ccc(Cl)cc2)C(=S)NC1c1ccc(Cl)cc1 (stereo unspecified),0
Cn1c(=O)c2cc(NC(=O)CCc3cccnc3)ccc2n1Cc1cccc(C(F)(F)F)c1,0
CC(C)c1ccc(NC(=O)C2(C)Cc3c(-c4ccccc4)ccnc3O2)cc1 (stereo unspecified),0
CCCCCCCCCC(=O)Nc1cccnc1,-8
CC(c1ccccc1)N1CC[C@H]2C=CC[C@@H](C(=O)Nc3cccc(Cl)c3)[C@H]2C1=O (stereo partly specified),-3
CCC(=O)N1CCC1(C)C(=O)Nc1ccc(Cl)c(Cl)c1 (stereo unspecified),1
COC(=O)c1cnc(Nc2nc(C(N)Cc3ccc(Cl)cc3)cs2)nc1C(F)(F)F (stereo unspecified),3
CC(O)(c1ccc(F)c(F)c1)c1nc(-c2cccc(F)c2)cs1 (stereo unspecified),-7
O=C(Nc1cccc(OC(F)(F)F)c1)C1Cc2c(-c3ccc4c(c3)OCO4)ccnc2O1 (stereo unspecified),2
CCCCCCCCN1C(=O)[C@@H](CC(=O)N2CCCCC2)C[C@@]2(C(=O)OC)C1=C[C@H](C(C)(C)C)O[C@@H]2C,-2
CCc1nc2c(OCc3cc(Cl)cc(Cl)c3)cccn2c1N(C)C(=O)c1ccc(OC)cc1,0
Nc1nc(Cl)nc2c1ncn2[C@@H]1O[C@H](CO)[C@@H](O)[C@@H]1F,-6
COc1cc(/C=C2\C(=O)NN(c3ccccc3)C2=O)ccc1OCC(N)=O,-1
CS(=O)(=O)N1CCCCC1c1cc(C(=O)Nc2cccc(C#N)c2)no1 (stereo unspecified),1
CCCNC(=O)C1(C)CCN1C(=O)C/C=C/c1ccccc1 (stereo unspecified),26
CC1(Oc2ccc(CC#N)cc2)CCN(Cc2ccccc2OC(F)F)C1 (stereo unspecified),-1
COc1cc(-c2cnc3c(NC(C)=O)cc(-c4cccc(C(=O)NCCO)c4)cn23)cc(OC)c1OC,2
CCCCS(=O)(=O)NC(=O)C1(C)CCN1C(=O)C/C=C/c1ccccc1 (stereo unspecified),0
Cc1cccc(S(=O)(=O)NC(=O)C2(C)CCN2C(=O)c2ccccc2CCc2ccccc2)c1 (stereo unspecified),0
CCC(=O)Nc1cccc(NC(C)=O)c1,0
Cc1ccc(Cc2c(C)nc3nc(SCC(=O)NCCCN4CCCCCC4)nn3c2C)cc1,11
CCn1c(=O)n2n(c1=O)[C@H]1C[N+](Cc3ccc4c(c3)OCO4)=C(N)NC1=C(C)C2,2
COc1ccc(-c2ccc(C(=O)Nc3ccc(OC)nc3)c3occc23)c(C)c1,-6
COCCN1C[C@@H](CO)O[C@@H](n2cnc3c(NC(C)C)ncnc32)C1,-3

# Next section.
SMILES,NSD2 inh
Clc1cccc(CNc2nc(-c3ccccn3)nnc2-c2ccccc2)c1,-3
CCNC(=S)Nc1ccc2c(c1)c(=O)n(C)n2-c1cc(C)cc(C)c1,4
Cc1cc2nc(NC(=O)C3(C)CCN3C(=O)C(C)C)[nH]c2cc1C (stereo unspecified),4
C/C(=N\NC(=O)c1cc(-c2ccccc2)nc2ccccc12)c1ccc(Cl)cc1,0
Cc1cc(C(=O)N2CCC2(C)C(=O)O)c(C)o1 (stereo unspecified),-2
COc1ccc(-n2c(SCC(=O)Nc3ccccc3-c3ccccc3)nnc2-c2ccccn2)cc1,-3
COCCNC(=O)C1(C)CCCN(Cc2cc3ccccc3o2)C1 (stereo unspecified),0
Cn1nc(C(C)(C)C)cc1NC(=O)C1(C)CCN1C(=O)C1(c2ccccc2)CC1 (stereo unspecified),16
COc1ccc(S(=O)(=O)C(C#N)c2nc3ccccc3nc2N2CCC(C)CC2)cc1 (stereo unspecified),-5
CCN(CC)C(=O)c1cccc(-c2csc(C(O)(c3ccccc3)C(F)(F)F)n2)c1 (stereo unspecified),-1
COc1cccc(-c2cnc(C(O)c3ccc(Cl)c(F)c3)[nH]2)c1 (stereo unspecified),17
Cc1ccc(C)c(C(O)c2ncc(-c3ccccc3F)[nH]2)c1 (stereo unspecified),3
O=C(Nc1nccs1)c1csc([C@H]2C[C@H](O)[C@@H](CO)O2)n1,-7
OC(c1ccccc1)(c1nc(-c2cccc(F)c2)cs1)C(F)(F)F (stereo unspecified),-2
CCOc1ccc(N(CC(=O)Nc2c(C)n(C)n(-c3ccccc3)c2=O)S(=O)(=O)c2ccc(C(C)(C)C)cc2)cc1,6
Cc1ccc(-n2c(SCc3cccc(F)c3)nc3sc4c(c3c2=O)CCCC4)cc1,1
COc1cc2c(cc1NC(=O)CSc1nnc(-c3cccnc3)n1-c1ccc(Br)cc1)oc1ccccc12,1
CCCS(=O)(=O)NC(=O)C1(C)CCN(C(=O)Cc2cccc(OC)c2)C1 (stereo unspecified),1
CC(C)(C)c1ccc(-c2nnc(SCC(=O)Nc3ccc(S(=O)(=O)Nc4nccs4)cc3)n2Cc2ccco2)cc1,2
CC1=C(C(=O)N2CCCCCC2)CC(CC(=O)NCC2CCCCC2)C(=O)N1CCCN1CCCC1=O (stereo unspecified),7
CC(c1ccccc1C(=O)O)c1cc(F)cc2ccccc12 (stereo unspecified),-3
COc1ccc(NC(=O)C2(C)Cc3c(-c4ccc(NC(C)=O)cc4)ccnc3O2)cn1 (stereo unspecified),-5
Fc1ccc(CC2CCN(c3ncnc4sccc34)CC2)cc1,-2
CN(c1cccnc1)c1ccc(NC(=O)Cc2cn(Cc3ccccc3)c3ccccc23)cc1Br,0
CC(NCc1ccco1)C(=O)N1CCCC1 (stereo unspecified),-5

# More records follow.
SMILES,NSD2 inh
COc1ccc(CCN(Cc2cccs2)S(=O)(=O)c2ccc(C)s2)cc1OC,-2
COC(=O)C1CC(O)CN1C(=O)NC1CCCCC1 (stereo unspecified),3
O=C(c1ccc(Cl)cc1[N+](=O)[O-])N(Cc1ccccc1)Cc1ccccc1,1
CSCCCNC(=O)c1cn(C(C)c2ccccc2)nn1 (stereo unspecified),1
CC(=O)NCCNc1nc(NCc2ccccc2)nc2ccsc12,-2
COc1ccc(CCNC(=O)c2cc3c(C)nn(-c4ccccc4)c3s2)cc1OC,4
CCc1nc2c(OCCC3CCCCC3)cccn2c1N(C)C(=O)c1ccco1,8
CCCCNC(=O)C1(C)CCCCN1CC(=O)c1ccc(OC)cc1 (stereo unspecified),0
Nc1ncnc2c1ccn2[C@H]1CN(Cc2ccc3c(c2)OCO3)C[C@@H](CO)O1,-3
C=CCNC(=O)CN(C(=O)Cc1cccc(OC(F)(F)F)c1)c1cccc(Br)c1,-2
O=C(NCCCCC(NC(=O)c1ccccc1)C(=O)O)OCc1ccccc1 (stereo unspecified),-3
CCOC(=O)Cc1nc(N2CCN(Cc3cccc4c3OCO4)CC2)c2c(C)c(C(=O)OCC)sc2n1,10
CS(=O)(=O)Nc1cccc(NC(=O)C2Cc3c(-c4ccccc4)ccnc3O2)c1 (stereo unspecified),-1
COc1ccc(CN2CCN(CCCc3ccccc3)CC2)c(OC)c1,8
NC(Cc1ccc(O)cc1)C(=O)NN=Cc1ccccc1Cl (stereo unspecified),-1
CC(=O)Nc1cccc(-c2cc(NC=O)c3ncc(-c4ccc(F)c(Cl)c4)n3c2)c1,-6
COC(=O)c1ccc(S(=O)(=O)N2CCC(NC(=O)Cc3cccc(C)c3)CC2)cc1,6
NC(N)=Nc1cc2ccccc2c2ccccc12,9
CCn1c(=O)n(CC(=O)N2CCN(c3ccc(F)cc3)CC2)c(=O)c2ccccc21,-1
Oc1ccc(Cc2ccccc2)c2cccnc12,-4
CCNC(=O)C1(C)CCN(C(=O)c2cccc(C(F)(F)F)c2)C1 (stereo unspecified),-1
CCc1nc2ccc(C(=O)N3CC(C)CC(C)C3)cc2nc1CC (stereo unspecified),-2
COC(CNC(=O)[C@H](Cc1ccccc1)NC1(C(=O)NC2CCCCC2)CCCCC1)OC,-2
CN1CCC(C)(C(=O)Nc2cccc3c2CCCC3)C1 (stereo unspecified),-2
COCCNc1nc(Oc2ccc(CC(=O)OC)cc2)c2sc(-c3ccccc3)cc2n1,-1

# 18 neighbouring records already listed, quoted:
SMILES,NSD2 inh
COC(=O)C1CC(O)CN1C(=O)NC1CCCCC1 (stereo unspecified),3
O=C(c1ccc(Cl)cc1[N+](=O)[O-])N(Cc1ccccc1)Cc1ccccc1,1
CSCCCNC(=O)c1cn(C(C)c2ccccc2)nn1 (stereo unspecified),1
CC(=O)NCCNc1nc(NCc2ccccc2)nc2ccsc12,-2
COc1ccc(CCNC(=O)c2cc3c(C)nn(-c4ccccc4)c3s2)cc1OC,4
CCc1nc2c(OCCC3CCCCC3)cccn2c1N(C)C(=O)c1ccco1,8
CCCCNC(=O)C1(C)CCCCN1CC(=O)c1ccc(OC)cc1 (stereo unspecified),0
Nc1ncnc2c1ccn2[C@H]1CN(Cc2ccc3c(c2)OCO3)C[C@@H](CO)O1,-3
C=CCNC(=O)CN(C(=O)Cc1cccc(OC(F)(F)F)c1)c1cccc(Br)c1,-2
O=C(NCCCCC(NC(=O)c1ccccc1)C(=O)O)OCc1ccccc1 (stereo unspecified),-3
CCOC(=O)Cc1nc(N2CCN(Cc3cccc4c3OCO4)CC2)c2c(C)c(C(=O)OCC)sc2n1,10
CS(=O)(=O)Nc1cccc(NC(=O)C2Cc3c(-c4ccccc4)ccnc3O2)c1 (stereo unspecified),-1
COc1ccc(CN2CCN(CCCc3ccccc3)CC2)c(OC)c1,8
NC(Cc1ccc(O)cc1)C(=O)NN=Cc1ccccc1Cl (stereo unspecified),-1
CC(=O)Nc1cccc(-c2cc(NC=O)c3ncc(-c4ccc(F)c(Cl)c4)n3c2)c1,-6
COC(=O)c1ccc(S(=O)(=O)N2CCC(NC(=O)Cc3cccc(C)c3)CC2)cc1,6
NC(N)=Nc1cc2ccccc2c2ccccc12,9
CCn1c(=O)n(CC(=O)N2CCN(c3ccc(F)cc3)CC2)c(=O)c2ccccc21,-1

# Further compounds follow:
SMILES,NSD2 inh
CCOC(=O)c1c(NC(=S)Nc2cc([N+](=O)[O-])ccc2OC)sc2c1CCCCC2,1
COC(=O)CN1CCN(C(=O)c2csc(-c3ccccc3)n2)CC1,2
O=C(O)c1ccc2c(c1Sc1ccccc1)C(=O)c1ccccc1C2=O,18
CCCC(=O)N1CCC1(C)C(=O)Nc1ccc2nc(C)ccc2c1 (stereo unspecified),-4
CC1(C(=O)NS(=O)(=O)c2ccccc2C(F)(F)F)CCN1C(=O)c1cccc(F)c1 (stereo unspecified),-3
OC(c1ccc(F)cc1)c1ncc(-c2ccc3ccccc3c2)[nH]1 (stereo unspecified),4
COc1ccc(C=C(C(C)=O)C(=O)c2ccccc2)cc1,7
CC1(C(=O)NS(=O)(=O)c2cccc(Cl)c2)CCN1C(=O)C1(c2ccccc2)CC1 (stereo unspecified),0
CCNC(=O)C1(C)CCN(C(=O)c2ccc(N(C)C)cc2)C1 (stereo unspecified),-2
O=C(CN1C(=O)C2(OCCCO2)c2ccccc21)NCc1ccc(F)cc1,-1
[O-][n+]1cc(Cl)cc(Cl)c1,0
COc1ccc(-c2cnc(C(O)c3ccc(-c4ccccc4)cc3)[nH]2)cc1 (stereo unspecified),3
COc1cc(F)ccc1-c1cc(C(=O)Nc2cc(OC)c(OC)c(OC)c2)[nH]n1,1
COc1ccc(C(O)c2nc(-c3cc(F)cc(Cl)c3)cs2)cc1 (stereo unspecified),-2
Cc1ccc(NC(=O)C2(C)CCN2CCc2ccccc2)cc1 (stereo unspecified),-10
OC(c1ccc(F)c(F)c1)c1nc(-c2cc(F)cc(F)c2)cs1 (stereo unspecified),2
CCOC(=O)c1cnc2c3c(noc13)CCC2,-1
COc1ccc(-c2ccccc2)cc1NC(=O)[C@@H]1O[C@H](CO)[C@H](O)[C@H](O)[C@H]1O,-14
